Growth percent in the NCI-60 one-dose screen (48 h, 10 µM unless noted): 100 = growth as untreated, 0 = no growth, -100 = all killed.
KM12: KM12 colon cancer cells; AID 1794800; hit rate 5% among 82,000
SNB-75: SNB-75 CNS cancer. AID 1794750. hit rate 5% among 79,000
HCT-116: HCT-116 colon cancer; hit rate 7.3% among 82,000
SW-620: SW-620 colon cancer; AID 1794795; hit rate 5.2% among 82,000
COLO 205: COLO 205 colon cancer | hit rate 7.3% among 79,000
NCI-H322M: NCI-H322M lung cancer; hit rate 2.7% among 80,000
HCC-2998: HCC-2998 colon cancer. hit rate 4.7% among 79,000
HT29: HT29 colon cancer; hit rate 7.4% among 81,000; AID 1794748
HCT-15: HCT-15 colon cancer; hit rate 5.2% among 82,000; AID 1794746
Starred values were filed as active, the others as inactive; · = no result given; & = joins results of further samples. Rule for the calls: active = growth percent below 10; inactive = the rest. Hits appear at their usual frequency; about 12% have a hit in one of these screens.

SMILES	KM12	SNB-75	HCT-116	SW-620	COLO 205	NCI-H322M	HCC-2998	HT29	HCT-15
C1=CC2CC1CC2C1CO1 (configuration not stated)	115	81	108	109	113	111	112	97	93
COc1ccccc1-n1c(-c2ccc(O)cc2C)cn2c3c(=O)[nH]c(=O)n(C)c3nc12	103	7.8*	97	95	102	113	104	·	98
c1cc2[nH]ncc2cc1-c1nc2ccc3[nH]ncc3c2c2c1CCC2	31	35	17	13	26	58	74	38	·
CC1=CC(=O)C2=C(C)CC(OS(C)(=O)=O)[C@@H]3[C@H](OC(=O)[C@@H]3C)[C@@H]12 (some centres not stated)	100	94	104	105	105	109	111	105	99
COc1ccc(NC(=O)CSc2nc3ccccc3c(=O)n2C)cc1	93	104	103	103	109	101	104	97	97
Cc1cccc(C)c1NC(=O)CSC(=S)N1CCOCC1	101	96	92	106	119	98	97	101	99
Cc1ccc(/C=C(/C#N)C(N)=O)cc1	106	76	115	109	114	96	·	106	104
CCCC1CCC(O)(C(C)(O)C(=O)NC2C(=O)N3NCCCC3C(=O)N(O)C(C)C(=O)N3NCCCC3C(=O)N3NCC(O)CC3C(=O)NC(C)C(=O)OC2C(C)C)OC1CC (configuration not stated)	-88*	-83*	-57*	-97*	-89*	-91*	-94*	-56*	-64*
O=C(NCCCNc1cc(-c2cn(-c3ccccc3)nc2-c2cccc(O)c2)ccn1)Nc1ccc(Cl)c(Cl)c1	53	74	55	86	71	82	45	24	31
Cn1c(=O)c2[nH]c(N/N=C/c3ccc(F)cc3)nc2n(C)c1=O	103&120	90&116	99&107	111&110	127&117	102&108	100&105	96&95	89&95
C=CC(=O)N1CCC=C(c2cc3c(N[C@H](C)c4ccccc4)ncnc3[nH]2)C1	91	3.2*	72	92	96	31	94	67	73
C=CCn1c(-c2cc3ccc2CCc2ccc(cc2)CC3)n[nH]c1=S	100	·	85	94	106	100	106	84	96
CCCCC1CCc2cccc3c(SCC(=O)N(C)c4cccc(Br)c4)cc[n+]1c23 (configuration not stated)	111	117	108	108	110	106	112	118	103
COc1ccc2c(C3=C(c4cn(C)c5ccccc45)C(=O)N(O)C3=O)coc2c1	98	105	101	107	104	94	114	106	93
NC(=Nc1ccccc1)Nc1ccccc1	121	88	93	98	52	107	81	103	98

Entries above with a halogen, in the order listed:
SMILES	KM12	SNB-75	HCT-116	SW-620	COLO 205	NCI-H322M	HCC-2998	HT29	HCT-15
O=C(NCCCNc1cc(-c2cn(-c3ccccc3)nc2-c2cccc(O)c2)ccn1)Nc1ccc(Cl)c(Cl)c1	53	74	55	86	71	82	45	24	31
Cn1c(=O)c2[nH]c(N/N=C/c3ccc(F)cc3)nc2n(C)c1=O	103&120	90&116	99&107	111&110	127&117	102&108	100&105	96&95	89&95
CCCCC1CCc2cccc3c(SCC(=O)N(C)c4cccc(Br)c4)cc[n+]1c23 (configuration not stated)	111	117	108	108	110	106	112	118	103

Next part:
SMILES	KM12	SNB-75	HCT-116	SW-620	COLO 205	NCI-H322M	HCC-2998	HT29	HCT-15
COc1cc(Br)c(CCC(=O)O)cc1OC	106	98	96	104	113	111	107	107	115
COC(=O)[C@]12CC[C@@H](C)[C@H](C)[C@@H]1C1=CC[C@@H]3[C@@]4(C)C[C@@H](O)[C@H](O)[C@@](C)(CO)[C@@H]4[C@H](O)C[C@@]3(C)[C@]1(C)CC2	-74*	-38*	-82*	-54*	-87*	-29*	-89*	-90*	-51*
O=C(O)c1ccc(-c2nn(-c3ccc(C(=O)O)cc3)cc2/C=N/Nc2ccc(F)cc2)cc1	·	98	81	79	111	84	84	94	83
Cc1ccc(-c2cc(-c3ccc(Br)s3)[nH]c(=O)c2C#N)cc1	108	93	100	99	·	99	99	118	93
COC(=O)c1oc2c(F)c(-c3ccc(OC)cc3)c(-c3ccccc3)c(-c3ccccc3)c2c1N	93	110	88	109	114	97	94	91	82
COc1ccc(SC2c3ccc(C)cc3Oc3nc(N)c(C#N)c(N)c32)cc1 (configuration not stated)	3.9*	-45*	-64*	-65*	-67*	5.3*	-79*	-65*	-80*
CN(C)c1ccc(/C=N\NC(=O)c2ccncc2)cc1	103	102	101	103	117	95	100	95	105
Cc1nn(-c2ccc(Cl)cc2)c2nc(CN3CCN(c4cc5c(cc4F)c(=O)c(C(=O)O)cn5C4CC4)CC3)[nH]c(=O)c12	61	·	62	67	95	78	65	70	40
CN1C(C(=O)Nc2ccccn2)=C(O)c2sc(Cl)cc2S1(=O)=O	104	90	100	96	105	·	95	103	112
O=C(O)c1ccccc1/C=N\Nc1ccccn1	113	88	103	108	112	94	110	103	113
CSc1nc(N)nc(N)n1	104	99	98	106	107	97	100	102	109
NC(=N\N=C/c1ccc(Cl)cc1Cl)/C(N)=N\N=C/c1ccc(Cl)cc1Cl	84	8.1*	22	63	72	41	89	52	83
CCCC1=C(C(=O)OCC)C(c2ccc3c(c2)OCO3)NC(=O)N1C (configuration not stated)	103	102	96	103	114	90	106	106	102
COc1cc(-c2nnc3c4[nH]ccc4ncn23)ccc1O	63	48	34	53	109	80	84	85	40
CCOc1nc(-c2ccccc2)cc2c(O)c(-c3nnc(-c4ccccc4)o3)[nH]c(=O)c12	95	81	105	107	105	100	106	104	103
CCOC(=O)c1nn(C2CCCCO2)c2ccc(NC(=O)CN3CCCC3)cc12 (configuration not stated)	103	79	90	97	126	90	101	111	106
COc1ccc(-c2cnc(C(N)=O)c(=O)[nH]2)cc1	101	91	116	116	102	114	117	103	102
COc1ccc2c(c1)c(-c1noc(C(=O)c3cn(C)c4ncccc34)n1)cn2C	99	77	91	97	96	97	103	105	95
O=C(NCCNc1nccc(-c2c(-c3ccc(F)cc3)nc3sccn23)n1)c1cccc(C(F)(F)F)c1	76	·	59	96	70	109	87	49	52
COc1ccc(/C=C/C(=O)c2ccc(NC(=O)CSc3nnc(-c4cc(OC)c(OC)c(OC)c4)n3-c3ccccc3)cc2)cc1	91	70	45	106	102	97	105	88	89
CCc1ccc(C2CC(c3ccccc3Cl)=NN2c2ccc(S(N)(=O)=O)cc2)cc1 (configuration not stated)	94	95	59	99	123	100	109	104	94
CC(=O)C1=C(C)NC(NN)=NC1c1ccc([N+](=O)[O-])cc1 (configuration not stated)	102	85	107	100	113	96	98	104	99
CCCCC(CC)COC(=O)C[N+](C)(C)CCOC(c1ccccc1)c1ccccc1 (configuration not stated)	·	11	32	52	-28*	89	3.6*	28	96
COCc1cnccc1NC1CCCCCC1	100	98	100	99	121	99	103	91	107
Cc1cccc(N2CCN(C3=NC(=O)/C(=C\c4cn[nH]c4-c4ccccc4)S3)CC2)c1	98	·	90	107	108	111	118	94	91
CCS(=O)(=O)N1CCCC(C(=O)Nc2nc3ccc(NC(=O)c4ccc(F)c(OC)c4F)cc3s2)C1 (configuration not stated)	62	62	41	89	54	82	87	69	51
CC(=O)CC(=O)Nc1ccc(Cl)cc1C	140	100	110	109	123	109	99	100	100
CN(C)Cc1cc(Cl)cc(Cl)c1O	102	87	103	111	108	107	117	100	103
OC(c1ccccc1)C(NCc1ccccc1)c1ccccc1 (configuration not stated)	102	91	66	93	116	98	105	103	108
O=S1(=O)CCN(C2CC2)CC1	107	102	99	102	102	103	101	106	102
O=C1C=CC(=O)N1c1ccccc1	103	·	75	81	·	110	99	103	·
O=C(O)c1ccc(Cl)c2c1C(=O)c1ccccc1C2=O	105	88	101	105	109	97	102	113	94
COc1ccc(-c2nc3sccn3c2-c2ccnc(NCCNS(=O)(=O)c3ccc(OC)cc3)n2)cc1	17	·	64	117	75	94	·	56	74
CC[C@@H](C)/C=C(C)/C=C/C(=O)c1c(O)c(-c2ccc(O)cc2)cn(OC2CC(=O)CCC(C)OC(=O)CC2O)c1=O (some centres not stated)	20	18	18	23	68	5.1*	8.2*	30	27
Cc1ccccc1[C@@H]1C[C@@H]2Cc3ccc4ccccc4c3N1O2	108	82	98	84	106	90	107	·	105
c1ccc(-c2nc(Nc3nccnn3)c3ccccc3n2)cc1	98	·	100	98	107	98	106	99	98
Nn1c(-c2ccc(Cl)cc2)nc2c(-c3ccc(Cl)cc3)nc3ccc(Cl)cc3c2c1=O	37	-51*	-100*	-66*	22	35	372	7.9*	58
CC(C)N(C)c1ccc(N=Nc2cc(Cl)ccc2Cl)cc1	92	96	84	92	101	92	99	83	77
CCOC(=O)c1c2c(c(C)n1Cc1ccccc1)-c1nn(C)cc1CC2	102	91	74	101	·	115	92	93	94
Cc1ccc(S(=O)(=O)Nc2cc(Sc3ccccc3)c(O)c3ccccc23)cc1	86	98	59	108	108	102	106	120	92
CC1CCC(Nc2ccncc2CO)CC1 (configuration not stated)	100	94	100	96	110	92	97	93	101
O=C1CC(c2cccc(Cl)c2)c2cnn(Cc3ccc4c(c3)OCO4)c2N1 (configuration not stated)	83	101	77	95	97	85	98	67	90
COc1ccc(C2NC3=C(CCCC3)C(C#N)(C#N)C2(C#N)C#N)cc1 (configuration not stated)	103	89	79	48	12	109	102	80	66
CNC(=O)CCN1CCN(CC/C=C2\c3ccccc3Sc3ccc(Cl)cc32)CC1	62	74	69	87	86	75	84	58	63
CCCCC(CC)(CO)CCC (configuration not stated)	114	83	108	104	115	97	104	100	101
Cc1ccc(NC(=O)CCS)cc1	107	75	98	108	118	111	103	105	108
CC(C)(C)CC(C)(C)Nc1c(-c2cccc(C#N)c2)nc2cnccn12	95	67	69	99	89	97	108	90	84
COc1ccc(-c2c(NC(=O)Nc3ccc(Br)cc3)cnn2-c2ccc(S(N)(=O)=O)cc2)cc1	102	59	91	103	107	93	106	99	113
COc1ccc(F)cc1-c1cnc2nonc2n1	113	93	95	112	98	91	106	98	96
O=S(=O)(NCCNc1nccc(-c2c(-c3cccc(F)c3)nc3occn23)n1)c1ccc(C(F)(F)F)cc1	92	60	77	101	96	89	125	62	95
Nc1nc(N)nc(Cc2nc3ccccc3s2)n1	93	87	97	101	100	86	99	98	103
COc1ccc(-c2nc(SCC(C)C)nc(Nc3ccc(C(C)=O)cc3)c2C#N)cc1	105	129	110	109	117	111	110	106	97
COC(=O)[C@H]1CCCN1C(=O)[C@H]1CCCN1C(=O)[C@@H](Cc1c[nH]c2ccccc12)NC(=S)Nc1cc(C(F)(F)F)cc(C(F)(F)F)c1	37	40	39	64	38	33	32	39	56
Cc1ccc2[nH]c(=O)cc(-n3nc(C)c(C#N)c3N)c2c1	103	80	107	92	110	100	117	109	105
Cc1cccc(F)c1C	102	95	111	100	108	92	117	111	100
Cc1ccc(S(=O)(=O)NC(=S)S)cc1	109	229	99	98	140	·	100	154	112
Cc1nc2sc(C(=O)Nc3ccc(Cl)cc3)c(N)c2cc1C(=O)c1ccccc1	94	99	97	100	122	99	101	102	102
CC1(O)COCCCCOc2c(CN)cccc2NC(=O)c2nc(cnc2N)-c2ccc(cc2)S(=O)(=O)C(C)(C)C1 (configuration not stated)	-73*	-60*	-57*	-64*	-48*	-1.9*	-1.9*	1.6*	-83*
COc1ccc(/C=N/C2=C(C#N)C(c3ccc(Cl)cc3)c3ccc4ccccc4c3O2)cc1 (configuration not stated)	97	51	89	96	118	92	101	107	99
NN(Cc1ccccc1)c1ccccc1	98	86	89	96	105	102	96	103	96
(further entries)
SMILES	KM12	SNB-75	HCT-116	SW-620	COLO 205	NCI-H322M	HCC-2998	HT29	HCT-15
CC(C)c1nn(-c2ccccc2)c(N2CCCCC2)c1/C=N/NC(N)=S	103	62	79	101	97	82	105	81	71
O=C(COc1ccc(-c2nc3ccc([N+](=O)[O-])cc3[nH]2)cc1)N=Nc1c(O)[nH]c2ccccc12	107	105	107	103	116	103	112	109	104
N#Cc1c(-c2cccs2)cc(-c2cnccn2)nc1SCC(=O)c1ccc(Br)cc1	100	53	100	104	107	100	117	113	105
CN(C)c1ccc(/C(=N\N)c2ccccc2)cc1	96	96	106	96	100	90	101	101	92
N#Cc1cnc(Nc2nc3ccccc3s2)nc1N	98	96	105	107	91	108	100	114	109
COc1ccccc1NC(=O)c1cccc(-c2cc(=O)c3c(OC)c(OC)c(OC)cc3o2)c1	65	70	68	88	85	81	86	61	52
CC(C)(C)CC(C)(C)Nc1c(-c2ccc3c(c2)OCO3)nc2cnccn12	96	68	5.4*	109	102	101	94	80	84
O=C1OC(c2nc3ccccc3s2)=C/C1=C\c1ccc(O)cc1	95	93	100	94	102	110	108	99	111
COC(=O)C1(C)CCC[C@]2(C)[C@H]3C[C@H]4C(C(C)C)=C[C@]3(CC[C@@H]12)[C@@H]1C(=O)CC[C@H](OC(=O)Cc2c[nH]c3ccccc23)[C@@H]14 (some centres not stated)	90	86	86	101	101	97	105	89	89

By substructure: the entries above with two or more sulfur atoms
SMILES	KM12	SNB-75	HCT-116	SW-620	COLO 205	NCI-H322M	HCC-2998	HT29	HCT-15
Cc1cccc(C)c1NC(=O)CSC(=S)N1CCOCC1	101	96	92	106	119	98	97	101	99
CN1C(C(=O)Nc2ccccn2)=C(O)c2sc(Cl)cc2S1(=O)=O	104	90	100	96	105	·	95	103	112
CCS(=O)(=O)N1CCCC(C(=O)Nc2nc3ccc(NC(=O)c4ccc(F)c(OC)c4F)cc3s2)C1 (configuration not stated)	62	62	41	89	54	82	87	69	51
COc1ccc(-c2nc3sccn3c2-c2ccnc(NCCNS(=O)(=O)c3ccc(OC)cc3)n2)cc1	17	·	64	117	75	94	·	56	74
Cc1ccc(S(=O)(=O)Nc2cc(Sc3ccccc3)c(O)c3ccccc23)cc1	86	98	59	108	108	102	106	120	92
Cc1ccc(S(=O)(=O)NC(=S)S)cc1	109	229	99	98	140	·	100	154	112
N#Cc1c(-c2cccs2)cc(-c2cnccn2)nc1SCC(=O)c1ccc(Br)cc1	100	53	100	104	107	100	117	113	105
